Growth percent in the NCI-60 one-dose screen (48 h, 10 µM unless noted): 100 = growth as untreated, 0 = no growth, -100 = all killed.
K-562: K-562 leukemia | 78,000 tested, 7.4% active | AID 1794777
MOLT-4: MOLT-4 leukemia cells; 80,000 tested, 6.9% active
MDA-MB-435: MDA-MB-435 melanoma; 82,000 tested, 7.8% active; AID 1794794
SR: SR leukemia cells; 73,000 tested, 8.7% active
MDA-MB-468: MDA-MB-468 breast cancer; AID 2202374; 78,000 tested, 8.5% active
CCRF-CEM: CCRF-CEM leukemia; 77,000 tested, 7% active
RPMI-8226: RPMI-8226 leukemia cells | 77,000 tested, 7.5% active
MDA-MB-231: MDA-MB-231 breast cancer; 81,000 tested, 5% active; AID 1794789
* hit, by the source's call; . = no result given; & = joins results of further samples. The calls were made as follows: active = growth percent below 10; inactive = the rest.

(1) CCc1nnc(NC(=O)c2nnn(-c3ccccc3)c2-c2ccco2)s1
(2) O=C(CO)NCCO
(3) FC(F)(F)c1ccc(-c2cccc3c2C2CC3CCN2Cc2ccccc2)cc1 (configuration not stated)
(4) O=C(c1ccc(OCCN2CCOCC2)cc1)C1[C@H](c2ccc(Cl)cc2)[C@@H](c2ccccc2)NC12C(=O)Nc1ccc(Br)cc12 (some centres not stated)
(5) CCC1(C)CC(C)(C)c2cc([N+](=O)[O-])c(C)c([N+](=O)[O-])c21 (configuration not stated)
(6) N/C(=N\c1nc(-c2ccccc2)cc(=O)[nH]1)Nc1ccccc1
(7) COC(=O)C1=Nc2cc(OC)cc(OC)c2/C1=C\c1sc(N)nc1O
(8) Fc1ccc(Oc2ccc(Nc3ncnc4onc(-c5ccccc5)c34)cc2)cc1

assay / entry	1	2	3	4	5	6	7	8
K-562	72	140	86	1.1*	114	92	86	113
MOLT-4	94	122	70	-34*	103	94	79	89
MDA-MB-435	97	102	95	39	98	99	91	103
SR	.	106	73	-45*	118	86	64	102
MDA-MB-468	96	100	.	-8.1*	103	120	.	101
CCRF-CEM	78	118	79	21	107	93	73	63
RPMI-8226	91	135	66	9.1*	104	103	80	113
MDA-MB-231	93	110	104	18	102	109	54	71

(9) Clc1nnc2ccc(Oc3ccccc3-c3cccc(N4CCOCC4)c3)nn12
(10) O=C(/C=C\c1ccco1)CCN1CCCCC1
(11) Cc1cc(C)c(N2C(=O)CC(Nc3cccc(C)c3C)C2=O)c(C)c1 (configuration not stated)
(12) CCOC(=O)c1nn(-c2ccc(Cl)cc2)c(=N/N=C/c2c(O)cc3oc(C)cc(=O)c3c2OC)s1
(13) N#CC1=C(N)Oc2c(ccc3ccccc23)C1c1ccccc1 (configuration not stated)
(14) O=c1nc(Nc2cccc([N+](=O)[O-])c2)sc2ccccc12
(15) CC(=O)OC(C)C(=O)OC(C)C(=O)OCCOCCCl (configuration not stated)
(16) Cc1c(/C=C2\Oc3ccccc3C2=O)c(=O)n(-c2ccccc2)n1C

assay / entry	9	10	11	12	13	14	15	16
K-562	95	98	98	92	9.0*	91	105	91
MOLT-4	75	101	97	90	15	95	111	121
MDA-MB-435	103	99	104	91	-39*	110	104	103
SR	75	104	98	80	15	107	.	113
MDA-MB-468	93	103	123	107	23	39	95	70
CCRF-CEM	98	91	100	64	9.2*	92	105	98
RPMI-8226	91	80	.	91	8.1*	80	98	82
MDA-MB-231	89	116	100	83	28	61	99	108

(17) Cc1c(C)c(C)c(C(=O)C[n+]2ccccc2)c(C)c1C
(18) CC(=O)c1ccc(NC(=O)CSc2nnc(-c3ccc(NC(=O)c4cccnc4)cc3)o2)cc1
(19) COc1ccc(C=O)cc1S(=O)(=O)O
(20) N#Cc1c(N)nc2c(c(N)nn2-c2ccccc2)c1-c1ccc(Cl)cc1
(21) CCNc1nnc(COc2ccc(CNC(=O)CCCC/C=C/C(C)C)cc2OC)o1
(22) CC(=O)Nc1cc2c(cc1Br)-c1ccccc1C2
(23) O=C(c1ccccc1)c1c(/C=C/c2ccc(Cl)cc2)nc2ccccc2c1/C=C/c1ccccc1
(24) Oc1cccc(NC(=S)Nc2ccccc2)c1

assay / entry	17	18	19	20	21	22	23	24
K-562	94	85	85	34	92	110	83	87
MOLT-4	94	94	91	68	104	68	90	99
MDA-MB-435	97	106	103	99	104	.	98	101
SR	.	.	103	97	89	88	.	120
MDA-MB-468	95	119	110	90	104	88	95	103
CCRF-CEM	.	82	106	71	98	64	92	103
RPMI-8226	109	.	111	55	96	80	93	84
MDA-MB-231	108	97	101	82	104	72	96	94

(25) O=C(/C=C/c1cccc(F)c1)c1cccc(OCCCCOc2cccc(C(=O)/C=C/c3cccc(F)c3)c2)c1
(26) Clc1cnnc(Cl)c1Cl
(27) COc1cc(/C=C2\SC(=S)N(CC(=O)O)C2=O)ccc1OCCCCCCOc1ccc(/C=C2\SC(=S)N(CC(=O)O)C2=O)cc1OC
(28) CCCCCOC(=O)N1CCCCC1
(29) Clc1ccc(Cc2ccc(Cl)cc2)cc1
(30) CCC(C)C(O)Cc1cc(O)cc(=O)o1 (configuration not stated)
(31) Nc1nc(Nc2ccccc2SSc2ccccc2Nc2nc(N)nc(-c3ccc(C(F)(F)F)cc3)n2)nc(-c2ccc(C(F)(F)F)cc2)n1
(32) C=C1C(=O)O[C@H]2[C@H]1CC/C(COC(=O)NCc1cn(C)c3ccccc13)=C\CC[C@@]1(C)O[C@@H]21

assay / entry	25	26	27	28	29	30	31	32
K-562	100	114	122	98	100	101	55	-17*
MOLT-4	95	118	136	96	107	109	56	-15*
MDA-MB-435	103	105	101	105	103	96	75	-30*
SR	85	.	132	89	97	100	-5.2*	7.0*
MDA-MB-468	87	120	98	93	107	99	132	-38*
CCRF-CEM	102	90	110	95	98	101	54	-13*
RPMI-8226	8.6*	90	123	98	108	102	44	-29*
MDA-MB-231	96	104	126	103	127	107	67	-8.6*

(33) CCC(=O)C(CC)c1ccccc1 (configuration not stated)
(34) NC(N)=NCCN1CCCCCCC1
(35) CS(=O)(=O)NNC(=O)c1ccc(-n2nc(-c3ccccc3)c3ccccc32)cc1
(36) COc1ccccc1NC(=S)N1CCC(CCCC2CCN(C(=S)Nc3ccccc3OC)CC2)CC1
(37) COc1nc2ccccc2cc1Cc1cc(-c2ccccc2)n[nH]c1=O
(38) O=Nc1ccc(O)c(=O)cc1
(39) CSc1nccc(-c2c(-c3ccc(F)c(OCc4ccc(F)cc4)c3)nc3sccn23)n1
(40) CCOC(=O)c1c(NCC(=O)Nc2ccc(Cl)cc2[N+](=O)[O-])sc(C(C)=O)c1C

assay / entry	33	34	35	36	37	38	39	40
K-562	122	98&121	82	66	82	9.1*	60	107
MOLT-4	106	85&108	74	78	72	14	45	108
MDA-MB-435	96	111&100	95	98	104	32	60	100
SR	.	89&97	102	73	92	2.2*	73	101
MDA-MB-468	101	99&101	75	65	92	-53*	23	99
CCRF-CEM	96	108&98	91	.	83	.	82	101
RPMI-8226	.	110&98	81	76	82	.	53	111
MDA-MB-231	101	108&104	95	92	83	42	66	96

Values by screen from the entries so far:
Nos. 33–40 in RPMI-8226: ., 110&98, 81, 76, 82, ., 53, 111
Nos. 33–40 in MDA-MB-231: 101, 108&104, 95, 92, 83, 42, 66, 96
Nos. 33–40 in MOLT-4: 106, 85&108, 74, 78, 72, 14, 45, 108

The listing continues:
(41) CC1CC(O)C2C3(C)CCCC2(COC3=O)C12CCC1(CCOC1=O)O2 (configuration not stated)
(42) Nc1nn(C(=O)c2ccc(C(F)(F)F)nc2)cc1-c1ccc(Cl)cc1
(43) CCN1C(=N)N(c2ccccc2)C(=O)C(CC)(CC)C1=O
(44) CCN(CC)C(C)C(=O)Nc1cccc(Cl)c1C (configuration not stated)
(45) Cc1c(-c2cn(C3CC3)c3cc(N4CCNCC4)c(F)cc3c2=O)ssc1=S
(46) O=C(CCCCCCN1CC(=O)N2[C@H](c3ccc(Br)cc3)c3[nH]c4ccccc4c3C[C@@H]2C1=O)NO
(47) COc1cc(/C=C/C(=O)c2cc(OC)c(OC)c(OC)c2)cc(OC)c1OC
(48) CCC/C=C/C=N/N1C(=S)N(c2cccnc2)[C@]23OC(N)=C(C#N)[C@]12C(=O)c1ccccc13

assay / entry	41	42	43	44	45	46	47	48
K-562	127	94	109	90	114	15	61	92
MOLT-4	114	94	112	72	113	5.9*	70	98
MDA-MB-435	101	95	105	106	101	26	62	101
SR	114	91	103	103	102	24	37	85
MDA-MB-468	.	.	105	114	95	34	55	91
CCRF-CEM	104	94	103	85	106	21	45	110
RPMI-8226	117	82	110	100	99	18	48	91
MDA-MB-231	126	109	108	108	105	44	83	99

(49) CS(=O)(=O)c1ccc(-c2nc3ccccn3c2C=Nc2ccccc2)cc1
(50) COc1ccc(CCNCCCOc2cc3c(Nc4ccc(S(=O)(=O)Nc5nccs5)cc4)ncnc3cc2OC)cc1OC
(51) COc1cc2nc(-c3ccc(Cl)cc3)cc(OCCCN3CCCC3)c2cc1OC
(52) CN(C)c1ccc2c(=O)c3ccccc3oc2n1
(53) O=C(NCCc1c[nH]c2ccccc12)c1ccc(NS(=O)(=O)c2ccc3c(c2)OCCCO3)cc1
(54) N#CCCCCCCBr
(55) O=C(Sc1n[nH]c(=O)[nH]c1=O)c1ccccc1
(56) c1cncc(-c2nc(-c3c[nH]c4ccccc34)cs2)c1

assay / entry	49	50	51	52	53	54	55	56
K-562	102	102	21	91	76	98	115	82
MOLT-4	105	112	40	105	74	95	120	64
MDA-MB-435	104	105	-7.2*	113	98	110	104	96
SR	100	118	14	95	69	91	101	.
MDA-MB-468	112	112	43	92	55	108	108	70
CCRF-CEM	100	108	45	105	65	.	93	44
RPMI-8226	102	114	20	91	75	108	98	80
MDA-MB-231	99	107	21	96	76	113	105	63

(57) COc1cc(-c2cn(-c3ccc(Cl)cc3)c(=O)n2-c2ccccc2)cc(OC)c1OC
(58) CC(=O)c1ccc(NS(=O)(=O)c2c(O)c3cc(Cl)ccc3oc2=O)cc1
(59) OC(CCN1CCCC1)(c1ccccc1)C1CCCCC1 (configuration not stated)
(60) COC(=O)c1nc(-c2cccc(Cl)c2)nc2ccccc12
(61) NC1=CC(N)=C(O[C@@H]2O[C@H](CO)[C@@H](O)[C@H](O)[C@H]2O)C(=O)C1
(62) c1ccc(-c2ccc(-c3nc4sccn4c3NCCN3CCOCC3)cc2)cc1
(63) CCCCN(C1CCN(C(=O)OC(C)(C)C)CC1)S(=O)(=O)NC(=O)OC(C)(C)C
(64) C[C@H]1CC(O)=C(c2ccc3ccccc3n2)C(=O)O1

assay / entry	57	58	59	60	61	62	63	64
K-562	65	.	117	93	110	85	123	.
MOLT-4	68	108	109	98	121	58	120	97
MDA-MB-435	67	102	101	102	99	94	114	107
SR	46	111	123	92	117	.	102	107
MDA-MB-468	.	93	92	105	103	85	97	104
CCRF-CEM	43	100	98	99	109	32	88	106
RPMI-8226	51	110	114	103	113	44	98	99
MDA-MB-231	72	104	104	90	113	83	102	110

Entries 47 to 61 of the list above:
(47) COc1cc(/C=C/C(=O)c2cc(OC)c(OC)c(OC)c2)cc(OC)c1OC
(48) CCC/C=C/C=N/N1C(=S)N(c2cccnc2)[C@]23OC(N)=C(C#N)[C@]12C(=O)c1ccccc13
(49) CS(=O)(=O)c1ccc(-c2nc3ccccn3c2C=Nc2ccccc2)cc1
(50) COc1ccc(CCNCCCOc2cc3c(Nc4ccc(S(=O)(=O)Nc5nccs5)cc4)ncnc3cc2OC)cc1OC
(51) COc1cc2nc(-c3ccc(Cl)cc3)cc(OCCCN3CCCC3)c2cc1OC
(52) CN(C)c1ccc2c(=O)c3ccccc3oc2n1
(53) O=C(NCCc1c[nH]c2ccccc12)c1ccc(NS(=O)(=O)c2ccc3c(c2)OCCCO3)cc1
(54) N#CCCCCCCBr
(55) O=C(Sc1n[nH]c(=O)[nH]c1=O)c1ccccc1
(56) c1cncc(-c2nc(-c3c[nH]c4ccccc34)cs2)c1

assay / entry	47	48	49	50	51	52	53	54	55	56
K-562	61	92	102	102	21	91	76	98	115	82
MOLT-4	70	98	105	112	40	105	74	95	120	64
MDA-MB-435	62	101	104	105	-7.2*	113	98	110	104	96
SR	37	85	100	118	14	95	69	91	101	.
MDA-MB-468	55	91	112	112	43	92	55	108	108	70
CCRF-CEM	45	110	100	108	45	105	65	.	93	44
RPMI-8226	48	91	102	114	20	91	75	108	98	80
MDA-MB-231	83	99	99	107	21	96	76	113	105	63

(57) COc1cc(-c2cn(-c3ccc(Cl)cc3)c(=O)n2-c2ccccc2)cc(OC)c1OC
(58) CC(=O)c1ccc(NS(=O)(=O)c2c(O)c3cc(Cl)ccc3oc2=O)cc1
(59) OC(CCN1CCCC1)(c1ccccc1)C1CCCCC1 (configuration not stated)
(60) COC(=O)c1nc(-c2cccc(Cl)c2)nc2ccccc12
(61) NC1=CC(N)=C(O[C@@H]2O[C@H](CO)[C@@H](O)[C@H](O)[C@H]2O)C(=O)C1

assay / entry	57	58	59	60	61
K-562	65	.	117	93	110
MOLT-4	68	108	109	98	121
MDA-MB-435	67	102	101	102	99
SR	46	111	123	92	117
MDA-MB-468	.	93	92	105	103
CCRF-CEM	43	100	98	99	109
RPMI-8226	51	110	114	103	113
MDA-MB-231	72	104	104	90	113

The list goes on:
(65) Cn1c(=O)[nH]c2nc(SCC(=O)Nc3ccc(C(=O)/C=C/c4cccc([N+](=O)[O-])c4)cc3)[nH]c2c1=O
(66) COc1ccc2c(c1OC)C(=O)OC2C1c2c(c(COC(=O)C(Cc3ccccc3)NC(=O)OC(C)(C)C)c3c(c2OC)OCO3)CCN1C (configuration not stated)
(67) COc1cc(C(=O)C[n+]2cccc3cc[nH]c32)cc(OC)c1OC
(68) COc1cc2nc3cc([N+](=O)[O-])ccc3c(NCCNCC(C)(C)O)c2cc1OC
(69) COc1ccc(Nc2nc(=O)c3ccccc3s2)cc1OC
(70) N#CC1=C(N)Oc2nc[nH]c(=O)c2C1c1cccs1 (configuration not stated)
(71) O=C(CSc1nnc(Cn2c(C(F)(F)F)nc3ccccc32)o1)N1CCOCC1
(72) O=C(CC(CC(=O)c1cccs1)c1ccc(O)cc1)c1cccs1

assay / entry	65	66	67	68	69	70	71	72
K-562	.	17	94	1.3*	87	104	106	78
MOLT-4	106	33	104	5.9*	100	94	93	105
MDA-MB-435	98	101	101	-87*	109	101	105	108
SR	96	.	104	-12*	103	92	98	93
MDA-MB-468	94	.	103	-38*	92	99	111	109
CCRF-CEM	95	104	97	0.1*	95	95	92	88
RPMI-8226	100	85	99	-8.6*	91	100	104	97
MDA-MB-231	113	91	99	-29*	97	106	97	110

Bioassay records: PubChem, NCI
